NALP3 yeast inh = blocks the NALP3 inflammasome reconstituted in yeast | inhibition, % at 10 µM | Yeast reconstituted NLRP3/ASC/caspase-1, beta-gal luminescence, 24 h | hit rate 0.39% among 330,000;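 active means inhibition of 50% or more; inactive means inhibition below 50%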;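 further: plate controls were induced DMSO wells for no effect and uninduced yeast grown without galactose for full effect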
tim10-1 inh = inhibits growth of tim10-1 mutant yeast; S. cerevisiae tim10-1 ts strain growth, BacTiter-Glo, 24 h; inhibition, % at 20 µM; hit rate 2.2% among 330,000;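 active means inhibition of at least 40%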;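 further: mutant grown at 25 °C; 0% = DMSO wells with yeast and 100% = wells holding no yeast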
tim23-1 inh = tim23-1 yeast growth inhibition | hit rate 1.3% among 330,000 | inhibition, % at 20 µM | S. cerevisiae tim23-1 growth, BacTiter-Glo luminescence, 24 h;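 active means growth inhibition of the mutant yeast at or above 50%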;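 further: temperature-sensitive mutant grown at 25 °C; plate controls were DMSO-treated mutant yeast for no effect and medium wells lacking yeast for full effect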
APJ ag = activates the human apelin receptor APJ. CHO-K1 APJ PathHunter beta-arrestin, luminescence; 0% DMSO wells, 100% apelin. AID 2520. activation, % at 20 µM. P35414. hit rate 0.11% among 330,000;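 active means activation more than six SD over the plate average, tested at 20 µM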;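 further: 0% = DMSO alone and 100% = apelin-13 at 10 nM; some results filed as inactive read as strong as hits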
Target sequence (P35414 whole entry, looked up): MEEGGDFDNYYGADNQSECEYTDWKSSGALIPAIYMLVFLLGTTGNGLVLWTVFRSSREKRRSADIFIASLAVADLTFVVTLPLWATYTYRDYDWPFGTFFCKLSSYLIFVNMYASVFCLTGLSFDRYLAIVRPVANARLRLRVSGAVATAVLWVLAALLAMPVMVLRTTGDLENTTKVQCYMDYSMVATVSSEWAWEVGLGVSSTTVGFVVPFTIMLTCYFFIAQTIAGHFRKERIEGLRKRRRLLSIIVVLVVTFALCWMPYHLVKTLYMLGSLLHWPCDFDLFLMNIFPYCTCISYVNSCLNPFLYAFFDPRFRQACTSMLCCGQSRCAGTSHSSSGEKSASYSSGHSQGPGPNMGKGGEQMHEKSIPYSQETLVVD
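Test system – PathHunter CHO-K1 APJ (AGTRL-1) beta-arrestin reporter cells · Input – 1000 cells/well · Compound – single test compound dose, 20 µM final, 1% DMSO · Times – compound stimulation 90 min at 25 °C, detection 60 min · Technique – beta-gal luminescence · Read-out basis – APJ–arrestin association signal · Control set – negative DMSO alone, positive Apelin-13 at 10 nM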
MIN6 prolif = inducers of beta-cell replication in MIN6 cells | MIN6 cells proliferation, ATPlite luminescence, 48 h; cells starved in 0.2% serum; 100% = growth in 10% serum | proliferation, % at 10 µM | hit rate 0.29% among 330,000;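 active means compounds whose signal lies at least 3.5 SD above the mean of all wells on their plate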;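 further: 0% = DMSO-treated cells in low-serum medium and 100% = 10% serum control; some compounds called inactive have numbers as strong as hits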
NR3A LBD binder = NR3A (human) ligand-binding domain modulation; hit rate 2.5% among 340,000; AID 1259313; NR3A LBD differential scanning fluorimetry, Tm shift; 0% = protein alone, 100% = glycine-bound protein; Tm shift relative to glycine control, % at 25 µM;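 active means melting temperature shift of at least 10% of the positive control shift, at one fixed dose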
APJ antag = antagonists of human APJ apelin receptor. P35414. AID 2521. hit rate 0.32% among 330,000. inhibition, % at 20 µM. CHO-K1 APJ beta-arrestin complementation, luminescence;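 active means inhibition above about 40% at 20 µM, limit read from the data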;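 further: cells challenged with 10 nM apelin-13 agonist together with compound; plate controls were apelin-13 plus DMSO wells for no effect and DMSO wells lacking apelin-13 for full effect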
TIM10 inh = inhibits growth of TIM10 yeast strain. S. cerevisiae TIM10 strain growth, BacTiter-Glo luminescence, 24 h. hit rate 1.4% among 330,000. inhibition, % at 10 µM;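 active means inhibition of 40% or more at the single tested concentration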;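 further: wild-type TIM10 isogenic control strain grown at permissive 25 °C; 0% = DMSO yeast wells and 100% = minimal medium wells without yeast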
MPTP block = inhibitors of mitochondrial permeability transition pore; isolated mouse mitochondria, Ca2+ swelling absorbance, 30 min; inhibition, % at 10 µM; hit rate 1.4% among 360,000; AID 602449;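 active means inhibition of 50% or more, scaled per plate between neutral and stimulator controls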;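 further: 0% = DMSO wells given calcium and 100% = 1 mM EGTA wells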
Numbers without * were called inactive. Outcome played no part in choosing rows (roughly 7.2% active in at least one column).

Sample of the layout, two compounds:
cpd	Structure	NALP3 yeast inh	tim10-1 inh	tim23-1 inh	APJ ag	MIN6 prolif	NR3A LBD binder	APJ antag	TIM10 inh	MPTP block
1	COc1cc(N)c(C(O)c2nccc3cc(OC)c(OC)cc23)cc1OC (stereo not given)	15.8	3.7	-3.6	-2.7	-0.1	1.6	-8.4	-7.8	0.5
2	COc1ccc(C2/C=C\CN(C(=O)C3CC3)[C@H](Cc3ccccc3)C(=O)N2Cc2ccc(F)cc2)cc1 (stereo not given in full)	6.4	28.5	28.0	2.0	-6.8	-0.8	6.6	27.1	-0.1

The whole of this part, previewed entries included:
cpd	Structure	NALP3 yeast inh	tim10-1 inh	tim23-1 inh	APJ ag	MIN6 prolif	NR3A LBD binder	APJ antag	TIM10 inh	MPTP block
1	COc1cc(N)c(C(O)c2nccc3cc(OC)c(OC)cc23)cc1OC (stereo not given)	15.8	3.7	-3.6	-2.7	-0.1	1.6	-8.4	-7.8	0.5
2	COc1ccc(C2/C=C\CN(C(=O)C3CC3)[C@H](Cc3ccccc3)C(=O)N2Cc2ccc(F)cc2)cc1 (stereo not given in full)	6.4	28.5	28.0	2.0	-6.8	-0.8	6.6	27.1	-0.1
3	O=C(CCn1c(=O)[nH]c2ccccc2c1=O)N1CCN(c2cccc(C(F)(F)F)c2)CC1	15.7	31.5	19.9	-3.1	-4.5	-1.4	9.0	8.7	2.1
4	COC(=O)c1csc(S(=O)(=O)N2CCCCC2)c1OC	40.5	-0.7	-10.3	1.1	-1.6	-1.4	1.4	-3.1	2.4
5	COc1ccc(NC(=S)NC(=O)/C=C/c2ccc(F)cc2)cc1	15.1	4.5	1.2	4.3	-5.4	-0.7	-22.2	16.2	-1.3
6	COc1ccc(CCNC(=O)COC(=O)C2CC2)cc1	6.8	13.5	-7.2	0.4	-2.3	0.8	19.1	1.8	0.7
7	CC(=O)NC(NC(=S)Nc1ccc(S(N)(=O)=O)cc1)C(Cl)(Cl)Cl (stereo not given)	-1.8	3.1	13.5	0.1	-1.6	-1.3	-11.4	15.8	2.2
8	CC(C)C(NS(=O)(=O)c1ccccc1F)C(=O)N1CCc2ccccc2C1 (stereo not given)	18.6	17.8	34.7	-0.9	0.0	-0.9	18.2	22.7	-2.3
9	O=S(=O)(CCc1ccccc1)N1CCOCC1	-6.9	-11.3	-0.9	-3.0	4.5	0.3	25.2	-5.5	13.8
10	CCCN(c1ccc(C)cc1)c1nc(=O)c2cccnc2s1	33.3	15.2	9.3	1.5	1.7	-0.5	12.9	14.2	2.2
11	COc1ccc(CNC(=O)COC(=O)c2cc(-c3cccs3)nc3ccccc23)cc1OC	6.5	39.0	15.2	0.6	-1.7	-3.3	-5.0	18.3	4.6
12	C=CCNC(=S)Nc1cc(C)ccn1	32.9	-15.5	22.8	-0.4	0.7	-2.0	4.7	-10.1	0.5
13	Cc1nn2c(=O)cc(COC(=O)c3ccc(S(=O)(=O)N4CCCCC4)cc3)nc2s1	11.5	22.8	27.8	2.8	-0.4	1.8	10.9	8.7	0.8
14	COn1c(SCC(N)=O)nc2ccccc2c1=O	20.5	8.7	10.0	-3.8	-2.4	-2.5	-4.8	-4.5	-2.4
15	CN(Cc1c(F)cccc1Cl)c1ccc(S(=O)(=O)N2CCOCC2)cn1	4.2	34.7	40.1	-3.7	-2.0	-1.7	10.2	29.6	4.4
16	COc1cc(NC(=O)CCN2CCOCC2)cc(OC)c1	5.9	4.1	6.7	-3.8	-1.9	-0.9	4.2	0.4	0.3
17	CCN1C(=NCCOC)N[C@@H](c2cccs2)C(C(=O)OC)=C1C	12.2	7.3	15.1	4.6	1.2	-1.3	7.7	-0.9	-1.3
18	Cc1onc(-c2ccccc2Cl)c1C(=O)Nc1nc2c(s1)CCCC2	6.2	38.8	9.2	1.0	0.0	-3.1	12.5	26.2	1.9
19	CCCCc1nc2cc(C(=O)N3CCCCC3CCO)ccc2o1 (stereo not given)	14.4	7.8	8.4	-0.9	-3.8	0.2	-28.1	9.7	0.3
20	CCSc1ncc(Cl)c(C(=O)Nc2ccccc2F)n1	-9.4	-1.2	-0.5	1.8	0.7	3.0	6.1	-4.3	0.3
21	O=S(=O)(Nc1cccc(-c2ccc3nncn3n2)c1)c1cccs1	8.0	7.4	10.9	-3.1	-0.2	-2.5	5.5	3.5	0.8
22	COc1ccc(NC(=O)Cc2ccsc2)cc1S(=O)(=O)N1CCCCC1	5.8	-39.7	-25.5	-1.3	0.0	-0.8	-14.4	-6.9	-0.4
23	O=C(CCSc1nnc(-c2ccc(O)cc2)o1)N1CCOCC1	12.5	-0.4	6.9	-2.7	-0.4	-2.2	10.2	-4.5	1.3
24	CSc1ccc(CCNC(=O)CS(=O)(=O)Cc2nc(-c3ccccc3F)oc2C)cc1	1.1	17.1	12.9	1.3	-2.1	-2.4	-7.9	6.1	-0.2
25	O=C(Nc1nnc(SCc2ccccn2)s1)C1CC(=O)N(c2ccc(F)cc2)C1 (stereo not given)	4.6	-14.4	-7.9	9.0	0.0	-3.8	-4.9	7.2	0.7
26	Cc1cccc(NC(=O)N2CCCC2C(=O)NCc2ccccc2)c1 (stereo not given)	12.1	3.9	6.7	-1.0	1.6	-4.0	2.0	0.8	2.1
27	COc1ccc(/C(N)=N/OC(=O)COc2ccccc2Cl)cc1	14.3	26.4	14.7	0.5	-0.9	-23.1	2.9	-0.7	-1.3
28	Cc1sc2nc(C3CC3)nc(SCC(=O)N3CCc4ccccc4C3)c2c1C	0.5	37.8	29.5	-2.9	-5.9	0.3	9.1	22.8	4.6
29	COc1ccc(C2=NN(C(=S)Nc3ccccc3)C(c3ccccc3)C2)cc1 (stereo not given)	17.6	36.5	27.7	-1.4	5.1	0.0	4.4	37.2	4.3
30	Cc1cc(N2CCCC2=O)ccc1S(=O)(=O)Nc1c(C)nn(C)c1C	3.2	1.2	17.0	2.0	-1.1	-3.0	-6.2	-3.8	0.7
31	O=S(=O)(c1ccc(F)cc1)N1CCN(C(=S)NCc2ccccc2)CC1	2.4	-5.4	4.9	0.1	-2.2	1.4	6.0	-4.2	1.3
32	O=C(NNC(=O)c1ccncc1)Nc1ccccc1	21.4	17.3	15.5	-0.2	0.0	-3.5	10.3	-2.3	-1.1
33	CCN(C[C@H]1N[C@@](CC)(C(=O)OC)[C@H]2C(=O)N(Cc3ccccc3)C(=O)[C@@H]12)C(=O)c1ccc(C)cc1	5.0	15.6	20.3	-0.5	0.2	3.6	-1.7	2.6	0.1
34	CC(=O)NC(CC(=O)NNC(=O)C(C)Oc1ccccc1F)c1ccccc1 (stereo not given)	12.2	-17.3	-7.2	-2.9	0.7	1.5	9.3	-11.1	-1.9
35	Cc1cccc(C)c1NC(=O)COC(=O)c1ccc([N+](=O)[O-])o1	20.9	-97.1	-48.8	3.4	-0.2	-4.0	-32.7	-105.8	0.4
36	O=C(Nc1ccccc1)c1ccc(NC(=O)C2CC2)cc1	13.1	-5.1	6.7	-4.4	0.1	15.9*	-9.7	-1.8	-2.2
37	COC(=O)CC(N)c1ccc(OC)c2ccccc12 (stereo not given)	25.3	13.5	-5.3	-1.7	1.6	-0.1	-0.6	-23.7	-0.4
38	Cc1cc(Br)cc(C)c1OCC(=O)NNC(=O)CCC(=O)NCc1ccccc1	8.0	5.5	-8.5	-0.6	-3.3	0.2	15.2	-8.7	-0.1
39	CC1=C(C(=O)Nc2ccccc2C)C(c2ccccc2)NC(=O)N1 (stereo not given)	18.8	-11.5	-8.5	-2.7	-2.4	-1.0	-60.3	1.3	-0.2
40	COc1ccc(NC(=O)c2ccc3nc(C)sc3c2)cc1	38.2	-24.4	10.2	-2.4	-0.2	-19.2	-13.4	-7.6	0.9
41	N#CC(C#N)=Cc1cn(-c2ncc(C(F)(F)F)cc2Cl)c2ccccc12	20.3	11.1	17.1	2.3	-1.9	8.4	-9.4	11.2	0.3
42	C/C(=N\NS(=O)(=O)c1ccc([N+](=O)[O-])cc1)c1ccc2c(c1)OCO2	17.3	-11.9	2.3	-4.1	-1.8	2.1	-3.3	6.4	0.8
43	CCNC(=O)C(=O)N/N=C/c1cc([N+](=O)[O-])ccc1O	12.6	12.7	11.4	-4.6	-1.7	-2.9	6.7	35.4	-22.3
44	CC(CCCC(C)(C)O)NC(=O)c1cc(COc2ccc3ncccc3c2)on1 (stereo not given)	-0.1	3.3	-1.0	0.5	-6.5	1.0	-6.9	7.8	92.3*
45	COc1ccc(C(=O)CCC(=O)Nc2cccc(Cl)c2)cc1	19.2	-1.3	-10.6	-3.1	2.7	-0.4	-2.5	12.5	0.3
46	CC(C)Cc1nc2oc3c(Cl)ncnc3c2c2c1CCC2	19.7	49.7*	55.2*	-2.1	-6.7	3.0	40.8*	37.4	1.2
47	COc1ccccc1CNC(=O)C1CCC(CNS(=O)(=O)c2ccc(NC(C)=O)cc2)CC1 (stereo not given)	-9.6	4.4	7.6	1.7	-0.4	1.7	0.8	1.1	0.2
48	CC1=CC(=O)C=C/C1=C(/c1ccc(O)cc1C)c1ccccc1S(=O)(=O)O	11.6	11.1	11.9	-7.2	-2.4	-0.9	-13.8	9.5	2.2
49	Cc1[nH]n2c(=O)c(C#N)c(-c3ccccc3)nc2c1-c1ccccc1	0.8	21.8	12.8	-2.6	-3.1	2.2	13.5	8.8	4.5
50	CC(=O)Nc1cccc(NC(=O)CSc2ccc(C(F)(F)F)cc2[N+](=O)[O-])c1	9.3	19.2	7.2	6.4	-2.9	0.6	-3.5	14.0	4.3
51	CCOC(=O)c1cn(Cc2cccc(Cl)c2)c2cc(C)nn2c1=O	16.2	-11.0	-2.7	-0.1	-1.4	0.9	9.5	-10.7	0.3
52	CCOc1ccc(C(=O)CCc2nc3ccccc3s2)cc1	67.4*	-3.2	24.6	-4.0	-3.1	-3.9	11.3	21.3	1.1
53	Cc1cc(=S)cc(C)n1CCCn1ccnc1	8.8	-48.8	-8.6	-3.6	-0.3	0.5	-17.6	-34.1	-1.0

Source: PubChem BioAssay (Sanford-Burnham Center for Chemical Genomics)
